# Source: PubChem
# Tau ThT inhib = tau fibrillization inhibition (ThT binding) | P10636 | recombinant tau K18 P301L, heparin-induced fibrillization, ThT fluorescence | Potency, µM (titrated, usually from 57.4 µM), without a hit: top-dose activity, negative = inhibition, actives largely listed as inhibitors | 270,000 compounds, 2.1% hits | AID 1460; note: % is set by controls: 0 for no effect and ±100 for the full control effect; nearly all actives have a fitted effect of over 55% in size
# Target sequence (P10636 561-689 P618L limits assumed): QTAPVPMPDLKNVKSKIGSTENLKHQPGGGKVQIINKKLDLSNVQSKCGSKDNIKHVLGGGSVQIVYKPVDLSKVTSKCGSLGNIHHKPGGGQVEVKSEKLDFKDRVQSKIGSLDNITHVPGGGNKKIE
#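 Heparin-induced fibrillization of the P301L-mutant K18 repeat-domain fragment of human tau was followed by ThT binding in quantitative high-throughput format.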
# GAA glycogen = inhibitors or activators of human alpha-glucosidase glycogen cleavage; AID 2100; P10253; 300,000 compounds, 0.38% hits; recombinant GAA, glycogen substrate, Amplex Red glucose oxidase fluorescence; Potency, µM (doses to about 76.4 µM), without a hit: at the top dose activity change, negative = inhibition, usual class: inhibitors;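 note: 0% = full enzyme reaction and -100% = no-enzyme basal signal; the screen sought inhibitors and activators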
#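 Recombinant enzyme (4 nM final) with compounds titrated up to 77 uM and bovine liver glycogen (30 ug) in citrate pH 5.0, 0.01% Tween-20, 37 C 40 min. Released glucose detected by Amplex Red/glucose oxidase (Ex 573/Em 610); AC50 from Hill fits.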
# Tau FP inhib = tau fibrillization inhibition (FP) | AID 1468 | Potency, µM (doses to about 57.7 µM), inactives show at the highest dose activity, negative = inhibition, most hits filed as inhibitors | K18 P301L tau heparin fibrillization, Alexa594 FP, 6 h | 280,000 compounds, 0.39% hits | P10636; note: % is set by controls: 0 for no effect and ±100 for the full control effect; nearly all actives have a fitted effect of over 55% in size
#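 K18 P301L tau (15 uM unlabeled/0.24 uM Alexa 594-labeled, final) + compound + heparin 20 uM final; 100 mM NaOAc pH 7; 6 hr 37 C; ThT 30 uM final added, 1 hr RT; FP ex 555/em 632 nm.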
# GLA spleen mod = alpha-galactosidase A (human) modulation. P06280. human spleen homogenate, 4MU-alpha-Gal fluorescence, 40 min. Potency, µM (highest dose often 80 µM), for inactives: at the top dose activity change, negative = inhibition, actives largely listed as inhibitors. 240,000 compounds, 0.008% hits. AID 2107;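 note: 0% = enzyme with vehicle and -100% = no enzyme basal signal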
# Target sequence (P06280 32-429 limits assumed): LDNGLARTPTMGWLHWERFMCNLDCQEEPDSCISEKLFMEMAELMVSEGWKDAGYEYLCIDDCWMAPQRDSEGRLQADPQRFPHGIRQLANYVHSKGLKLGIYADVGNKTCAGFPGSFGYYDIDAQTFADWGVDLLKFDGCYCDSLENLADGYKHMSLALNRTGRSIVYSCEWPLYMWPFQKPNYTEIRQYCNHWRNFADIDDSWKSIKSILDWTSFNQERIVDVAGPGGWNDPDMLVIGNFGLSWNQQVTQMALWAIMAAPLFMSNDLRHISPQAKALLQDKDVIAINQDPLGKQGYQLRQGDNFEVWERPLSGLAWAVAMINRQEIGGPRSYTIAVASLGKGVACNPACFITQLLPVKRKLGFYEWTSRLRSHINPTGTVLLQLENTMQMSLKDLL
#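 Spleen homogenate 1 ug + cpd (titration) + 4-MU-alpha-D-galactopyranoside 1 mM; 37C 40 min; 50 mM citrate/phosphate pH 5.0, 0.01% Tween-20; stop pH 10; fluorescence 365/440; AC50 via Hill.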
# GAA inh = alpha-glucosidase (human) inhibition; purified human GAA, 4-MU-alpha-glucoside fluorescence; Potency, µM (doses to about 76.9 µM), inactives show at the highest dose activity change, negative = inhibition, usual class: inhibitors; 200,000 compounds, 0.005% hits; P10253; AID 1466;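 note: plate controls were uninhibited enzyme wells for no effect and no-enzyme background for full effect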
#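 qHTS format, compound range up to 77 uM. Human lysosomal enzyme at 4 nM, 400 uM 4-MU glucoside substrate, pH 5.0, 20 min room temperature; fluorescence after alkaline stop gives activity normalized to controls.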
# HTT cytoprotect = protects HTT-Q103 PC12 cells, measured by ATP. Potency, µM (highest dose often 56.4 µM), for inactives: cytoprotection (ATP increase), actives largely listed as activators. PC12 HTT-Q103 induced, cytoprotection, ATP luminescence, 40 h. 230,000 compounds, 0.14% hits;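 note: % of control where 0% means no effect; nearly all actives have a fitted effect of over 45% in size; toxic huntingtin expression switched on by the ecdysone agonist tebufenozide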
#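 Rat PC12, Q103 Htt exon1-GFP fusion, ecdysone promoter; tebufenozide inducer 100 nM final; compound titration; qHTS, 1500 cells/well; ATPlite luminescent read.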
# Tau fluor counter = counter-screen for tau fibril formation inhibitors; Potency, µM (top dose mostly 57.7 µM), without a hit: at the top dose activity change, negative = decrease; tau K18 P301L Alexa594 fluorescence, heparin fibrillization; 280,000 compounds, 0.93% hits; note: % is set by controls: 0 for no effect and ±100 for the full control effect; nearly all actives have a fitted effect of over 55% in size
#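 Human tau K18 P301L (15 uM unlabeled, 0.24 uM Alexa 594-labeled) in 100 mM sodium acetate pH 7 with 20 uM heparin, 6 hr at 37 C. ThT 30 uM added, 1 hr ambient; Alexa 594 FP and total fluorescence read at 555/632 nm.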
# GAA spleen mod = lysosomal alpha-glucosidase (human) modulation; P10253; human spleen homogenate, 4-MU-alpha-glucoside fluorescence; Potency, µM (series often up to 79.9 µM), for inactives: top-dose activity change, negative = inhibition, most hits filed as inhibitors; 240,000 compounds, 0.006% hits; AID 2112;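 note: 0% = enzyme with vehicle and -100% = no enzyme basal signal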
#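 Enzyme source: human spleen homogenate, 1 ug/well. Buffer 50 mM citric acid/K phosphate pH 5.0, 0.01% Tween-20. 4-MU-alpha-glucoside 1 mM; 37 C x 40 min; NaOH/glycine stop; fluorescence.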
# Starred values were filed as active, the others as inactive; ? = inconclusive; nt = no result given; [ ] = another dose, or the depositor's remark. Calls come from the whole dose curve; as a rule, active = well fitted curve in the direction sought with a large enough effect; inconclusive = small, poorly fitted or top-dose-only effect, or another doubt; inactive = no such curve, though single readings can be large; an effect the other way counts as inactive or inconclusive. Potency is the fitted concentration of half-maximal effect.
# Order of results: Tau ThT inhib	GAA glycogen	Tau FP inhib	GLA spleen mod	GAA inh	HTT cytoprotect	Tau fluor counter	GAA spleen mod
- CCN(CC)CCN1C(=O)C(=O)/C(=C(/O)c2c(C)[nH]c(C(=O)OC)c2C)C1c1cccc(OC)c1 (stereo unspecified)
→ -3%	-9%	-7%	-16%	-8%	4%	2%	-23%
- Cc1cc(C)c(NC(=O)CCc2c(C)nc3c(c(C)nn3C(C)(C)C)c2C)c(C)c1
→ 0%	-3%[76.3 µM]	2%	nt	nt	nt	5%	nt
- CCOC(=O)c1c(NC(=O)c2cccs2)sc(C)c1C
→ 4%	-1%	-1%	4%	-3%	-18%[10 µM]	2%	-6%
- CCOc1ccc(C/C(O)=C2\C(=O)CC(C)(C)CC2=NCC(=O)O)cc1OCC
→ 9%	2%	-9%	-5%	4%	-5%	1%	-1%
- CC(C)CNC(=S)NNC(=O)c1ccccc1OC(F)F
→ -4%	-9%	-7%	5%	-6%	13%	-6%	3%
- Cn1c(Cc2csc(N)n2)nnc1SCC(=O)NC1CCCCC1
→ -4%	1%	-4%	1%	-1%	-1%	1%	4%
- COc1ccc(S(=O)(=O)N2CCC(C(=O)NCc3cccs3)CC2)cc1
→ -2%	11%	-2%	-1%	-4%	1%[10 µM]	-4%	2%
- Cc1ccc(-c2nnn(CC(=O)N(c3cccc(F)c3)C(C(=O)NC3CCCC3)c3ccco3)n2)o1 (stereo unspecified)
→ 5%	2%	-11%	9%	4%	-15%	7%	-4%
- FC(F)(F)c1cccc(Sc2cc(C(F)(F)F)nc(-c3ccccn3)n2)c1
→ ?	-5%	?	2%	?	-21%	-14%	-15%
- Cc1cc(C)c2nc(SC3CCOC3=O)cc(C)c2c1 (stereo unspecified)
→ -10%	-9%	-5%	1%	7%	0%[10 µM]	-6%	-14%
- Cn1cnnc1SCC(=O)NCc1cccc(C(F)(F)F)c1
→ 2%	-13%	4%	-2%	2%	4%[10 µM]	2%	-6%
- CCc1cccc(CC)c1NC(=O)c1ccccc1CCc1ccccc1
→ -4%	3%	-13%	2%	5%	nt	-8%	0%
- CNC(=O)Nc1cc(NC(=O)NC)cc(C(F)(F)F)c1
→ -5%	3%	-11%	-4%	nt	1%[10 µM]	-20%	2%
- CCOC(=O)c1c(C)[nH]c(C(=O)CN2C(=O)C(=O)N(CC(C)C)C2=O)c1C
→ -4%	9%	-2%	-21%	2%	-4%[10 µM]	-6%	1%
- COc1cccc(S(=O)(=O)Nc2cccnc2)c1
→ -4%	?	2%	3%	3%	-4%[0.074 µM]	2%	0%
- CCOC(=O)C1CCN(Cc2coc3ccc(Cl)cc3c2=O)CC1
→ -10%	-4%	0%	-3%	2%	28%[10 µM]	2%	-2%
- CCCCNC(=O)/C=C/c1ccc(S(=O)(=O)Nc2ccc(OC)cc2)cc1
→ -10%	-8%	-6%	2%	-10%	-21%	-29%	8%
- CN(C)CCSc1nc(-c2ccccc2)nc2c1COC(C)(C)C2
→ 1%	3%	3%	4%	-2%	9%	-1%	-3%
- O=C1CCCCCN1C(=O)c1ccc(C(=O)N2CCCCCC2=O)cc1
→ -11%	5%	-4%	-13%	3%	6%	0%	-8%
- Brc1ccc2[nH]c3c(NCc4ccccn4)ncnc3c2c1
→ -7%	-2%	7%	8%	?	-15%[10 µM]	?	3%
- C/C(Cc1ccccc1)=N\NC(=O)CNC(=O)c1ccccc1Br
→ 0%	-3%	2%	6%	7%	nt	1%	5%
- O=C(O)CCC(=O)Nc1ccc(Br)cc1C(=O)c1ccccc1Cl
→ -4%	5%	-2%	0%	nt	20%[10 µM]	-6%	3%
- Nc1nc(N2CCOCC2)nc2ccccc12
→ -6%	-2%	1%	?	?	-13%[0.074 µM]	2%	12%
- COc1ccc2cnn(Cc3ccccc3)c(=O)c2c1OC
→ 0%	-6%	-4%	2%	-7%	-24%[0.074 µM]	-4%	6%
- CC(C)NC(=O)C(=O)NCCN1CCN(S(=O)(=O)c2ccc(Cl)cc2)CC1
→ -12%	-2%	-14%	-9%	2%	-8%	-12%	-6%
- CCc1nnc(NC(=O)CSc2nc3ccccc3c(=O)n2CCCOC)s1
→ -10%	2%	-3%	-3%	-8%	5%[1.9 µM]	-9%	-5%
- CCN1CCCC(CO)(Cc2ccccc2)C1 (stereo unspecified)
→ -8%	-17%	-5%	0%	3%	1%[10 µM]	-8%	3%
- CCOc1ccc(C(=O)Nc2c3c(nn2-c2ccc(F)cc2)CS(=O)C3)cc1 (stereo unspecified)
→ -3%	-3%	-10%	0%	-2%	-7%[10 µM]	-12%	3%
- COc1ccc(NC(NC(=O)c2ccc(OC)cc2)C(Cl)(Cl)Cl)cc1 (stereo unspecified)
→ -9%	-11%	?	7%	3%	10%	?	1%
- Cc1cc(C(=O)OCC(=O)Nc2nccs2)c2ccccc2n1
→ -10%	3%	-10%	7%	nt	15%[10 µM]	-13%	2%
- O=Cc1cccc(Oc2ncccn2)c1
→ -1%	1%	-1%	-1%	1%	-18%	2%	nt
- CCc1noc(C)c1C(=O)Nc1nc(-c2ccc(Cl)cc2Cl)c(C)s1
→ -4%	14%	4%	0%	-6%	-23%	-9%	8%
- O=c1c2ccccc2oc2ncccc12
→ -3%	0%	-1%	5%	-14%	0%	-3%	7%
- O=C(COC(=O)CCc1ccc(S(=O)(=O)N2CCOCC2)cc1)Nc1cccc(Cl)c1
→ 8%	-5%	-6%	-3%	?	-17%[10 µM]	-17%	-15%
- N#Cc1c(NC(=O)Cn2c(=O)oc3ccccc32)oc(-c2ccccc2)c1-c1ccccc1
→ -2%	0%	1%	5%	-6%	9%	?	-4%
- Cc1n[nH]c(=S)n1/N=C/c1ccccc1
→ -4%	7%	-3%	-7%	-2%	nt	-2%	-6%
- Cc1c(NS(=O)(=O)c2ccc(C(C)(C)C)cc2)c(=O)n(-c2ccccc2)n1C
→ -1%	-9%[76.3 µM]	-7%	nt	nt	nt	0%	nt
- O=C(C1CCCCC1)N1CCN(c2nc(-c3ccc(F)cc3)cs2)CC1
→ -9%	8%	-1%	0%	5%	-16%	-5%	-1%
- O=C1CC(c2ccc(F)cc2)SC(N(c2ccccc2)c2ccccc2)=N1 (stereo unspecified)
→ -4%	0%	1%	-11%	4%	10%[10 µM]	5%	-1%
- Cn1nnc2cc(C(=O)Nc3ccc4ccccc4c3)ccc21
→ -17%	-3%	-2%	8%	6%	-5%[10 µM]	-4%	5%
- CC1=CC2(O)OCCN(CCO)C2=CC1=O (stereo unspecified)
→ 28µM*	?	?	1%	-7%[15.4 µM]	-4%[10 µM]	?	-15%
- CSc1nccc(Oc2cncc(Cl)c2)n1
→ 0%	-5%	-1%	2%	?	7%[0.074 µM]	3%	1%
- COc1cccc(Nc2nc3ccccc3n3nnnc23)c1
→ -19%	6%	13%	11%	8%	-33%[inhibitor]	?	9%
- C[C@@H](Cc1ccccc1)Nc1ncnc2c1ncn2[C@@H]1O[C@H](CO)[C@@H](O)[C@H]1O
→ -7%	nt	0%	-8%	nt	-7%	-10%	5%
- Cc1nnsc1C(=O)NC(C)C12CC3CC(CC(C3)C1)C2 (stereo unspecified)
→ 3%	3%	2%	1%	2%	-14%	-2%	-9%
- COc1ccc(OC)c(NC(=O)C2CCN(S(=O)(=O)c3ccc(C)cc3)CC2)c1
→ -16%	8%[76.3 µM]	-5%	nt	nt	nt	-29%	nt
- N#C/C(=C\c1ccncc1)c1nc2c(s1)CCCC2
→ ?	2%	-5%	10%	?	-17%	-3%	2%
- Cc1cc2c(c(=O)n1CCc1ccccc1)C(C(C)C)C(C#N)=C(N)O2 (stereo unspecified)
→ 2%	6%	-8%	5%	?	5%[10 µM]	2%	2%
- Cc1ccc(NC(=O)C2OCCc3ccccc32)cc1Cl (stereo unspecified)
→ 2%	5%	-7%	-5%	7%	4%[10 µM]	-11%	-5%
- COc1ccc(-n2ccnc2SCC(=O)NCc2ccccc2)c(OC)c1
→ 2%	-15%	-9%	3%	-4%	-6%	-5%	-5%

# With a hit mark in Tau ThT inhib (from the list above):
smiles | Tau ThT inhib | GAA glycogen | Tau FP inhib | GLA spleen mod | GAA spleen mod
CC1=CC2(O)OCCN(CCO)C2=CC1=O (stereo unspecified) | 28µM* | ? | ? | 1% | -15%

# Returning to the listing with the 3 entries that preceded the break.
# Order of results: Tau ThT inhib	GAA glycogen	Tau FP inhib	GLA spleen mod	GAA inh	HTT cytoprotect	Tau fluor counter	GAA spleen mod
- Cc1cc2c(c(=O)n1CCc1ccccc1)C(C(C)C)C(C#N)=C(N)O2 (stereo unspecified)
→ 2%	6%	-8%	5%	?	5%[10 µM]	2%	2%
- Cc1ccc(NC(=O)C2OCCc3ccccc32)cc1Cl (stereo unspecified)
→ 2%	5%	-7%	-5%	7%	4%[10 µM]	-11%	-5%
- COc1ccc(-n2ccnc2SCC(=O)NCc2ccccc2)c(OC)c1
→ 2%	-15%	-9%	3%	-4%	-6%	-5%	-5%
- COc1ccc(-n2nc(C(=O)Nc3cccc(C)n3)c3c4ccccc4n(C)c3c2=O)cc1Cl
→ -8%	13%[76.3 µM]	-5%	nt	nt	nt	-16%	nt
- N/C(=N\OS(=O)(=O)c1ccc2ccccc2c1)c1ccccn1
→ -2%	4%	2%	5%	3%	-1%[10 µM]	2%	4%
- CNc1nc(N)c([N+](=O)[O-])c(Nc2cccc(F)c2)n1
→ -11%	-2%	5%	3%	nt	23%[10 µM]	-10%	3%
- Clc1ccc(Cn2cccn2)cn1
→ -2%	9%	?	-3%	?	-32%	-3%	-4%
- COc1ccc(NC(=O)c2ccc(N(C)S(C)(=O)=O)cc2)cc1OC
→ -8%	0%	-5%	0%	3%	-23%	-1%	-1%
- CC(C)c1ccc(/C=N/NC(=O)c2cccc(S(=O)(=O)N3CCOCC3)c2)cc1
→ -2%	-6%	?	-4%	-2%	-25%	-4%	-2%
- CC(C)(C)c1ccc(C(=O)N/N=C/c2cccc(Cl)c2)cc1
→ -12%	5%	-10%	5%	-10%	-48%[inhibitor]	-20%	-4%
